HTRA1 inhibitor = inhibitors of human serine peptidase HTRA1. 340,000 tested, 0.5% active. recombinant HTRA1, FP-rhodamine activity-based probe, fluorescence polarization. inhibition, % at 5.96 µM. AID 504803. Q92743; in the data active means inhibition above about 36%;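 further: 0% = enzyme with DMSO and 100% = wells lacking enzyme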
rCAG RNA binder = binds r(CAG) RNA repeats; r(CAG) RNA repeat, TO-PRO-1 dye displacement fluorescence; inhibition, % at 3 µM; 370,000 tested, 1.3% active;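 active means inhibition above the plate cutoff, the mean of all test compounds on that plate plus 3 SD, cut at about 35% in these data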;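 further: 0% = DMSO alone and 100% = 100 µM mitoxantrone as full dye displacement; higher means more dye released from RNA so lower well fluorescence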
TDP2 absorb = TDP2 (human) inhibition, absorbance primary screen; inhibition, % at 12.8 µM; recombinant TDP2, T5PNP hydrolysis, p-nitrophenol absorbance 415 nm; 370,000 tested, 0.34% active; O95551; AID 720702;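 active means inhibition above the mean of all tested compounds plus 3 SD, set per campaign, cut at about 25% in these data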;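 further: 0% = DMSO with enzyme and 100% = buffer with substrate but no TDP2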
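Read-out basis: percent inhibition. System: recombinant human TDP2. Buffer or medium: Mg2+-containing Tris-HCl buffer, pH 7.5. Repeats: single replicate. Timing: reaction 2 h, 37 °C. Benchmarks: high control without enzyme, low control DMSO plus TDP2. Probe or stimulus: 5 mM T5PNP. Doses: 12.8 µM only. Measured by: epi absorbance of p-nitrophenol freed from T5PNP by hydrolysis.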
LEDGF integ inh = blocks HIV-1 LEDGF/p75-dependent DNA integration; 370,000 tested, 0.64% active; AID 743269; TR-FRET IN-LEDGF/p75 DNA integration, Eu/Cy5; inhibition, % at 3.7 µM;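 active means inhibition above the screen-wide mean plus 3 SD, cut at about 13% in these data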;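 further: signal is the Cy5 over europium emission ratio at 671 and 618 nm; 0% = plate median of compound wells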
PRMT1 FP inh = inhibitors of human PRMT1; Q99873; recombinant PRMT1, activity-based probe fluorescence polarization; inhibition, % at 2.79 µM; 370,000 tested, 1.3% active;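 active means inhibition above about 21% made by adding two undisclosed values, limit read from the data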
NPR2 activator = GC-B (human) receptor activation; activation, % at 10 µM; AID 1920062; 370,000 tested, 0.11% active; P20594; HEK293-GC-B cells, CNP EC30, cGMP TR-FRET; 0% at EC30 CNP, 100% saturating CNP;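 active means activation at 10 µM reaching about 35% in either raw or pattern-adjusted values, limit read from the data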
MBD2 DNA inh = inhibitors of human MBD2 binding to methylated oligonucleotide. 370,000 tested, 0.31% active. Q9UBB5. inhibition, % at 4.4 µM. AID 686964. TR-FRET; in the data active means inhibition above about 13%
TCR CD3 inh = inhibitors of human TCR-CD3 interaction | TAMRA-labeled TCR probe fluorescence, biochemical | 360,000 tested, 0.37% active | inhibition, % at 9.4 µM | AID 651800; in the data active means inhibition above about 19%;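 further: recombinant mutant TCR 2C K166C tagged with TAMRA read by polarization; 0% = receptor in buffer alone and 100% = receptor with positive control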
mABHD4 FP = inhibits mouse alpha/beta hydrolase domain 4. 370,000 tested, 0.54% active. purified mABHD4, FP-Rh probe fluorescence polarization. inhibition, % at 8.92 µM;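 active means inhibition exceeding the mean over every tested compound plus 3 SD, cut at about 30% in these data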;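 further: 0% = plate median of compound wells and 100% = S159A mutant with DMSO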
Target sequence (Q8VD66 whole entry, looked up, the tested form may be a part): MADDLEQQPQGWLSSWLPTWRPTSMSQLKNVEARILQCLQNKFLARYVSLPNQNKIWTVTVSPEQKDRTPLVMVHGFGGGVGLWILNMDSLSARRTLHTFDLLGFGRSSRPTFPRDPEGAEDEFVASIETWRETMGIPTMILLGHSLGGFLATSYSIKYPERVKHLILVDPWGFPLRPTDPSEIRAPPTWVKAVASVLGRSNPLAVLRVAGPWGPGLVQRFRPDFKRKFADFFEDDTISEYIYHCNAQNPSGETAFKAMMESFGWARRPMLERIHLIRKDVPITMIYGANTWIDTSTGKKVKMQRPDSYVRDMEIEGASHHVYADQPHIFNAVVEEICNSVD
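Material: mouse ABHD4 enzyme, wild type; Benchmarks: S159A mutant high control, sample median low control; Buffer or medium: HEPES pH 7.0, NaCl, Pluronic buffer; Signal: fluorescence polarization; Read-out: percent inhibition of probe binding, normalized to plate controls; Timing: pre-incubation 45 min, probe exposure 60 min, at 25 °C; Dosing: 8.92 µM, single dose.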
SIAE inh = inhibitors of human sialic acid acetylesterase SIAE | Q9HAT2 | SIAE FP-Rh probe binding, fluorescence polarization | inhibition, % at 9.66 µM | 370,000 tested, 0.69% active;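 active means inhibition above a cutoff: mean of compounds within the control limits plus 3 SD of those, cut at about 17% in these data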;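 further: 0% = plate median of compound wells and 100% = probe without SIAE protein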
Target sequence (Q9HAT2 whole entry, looked up): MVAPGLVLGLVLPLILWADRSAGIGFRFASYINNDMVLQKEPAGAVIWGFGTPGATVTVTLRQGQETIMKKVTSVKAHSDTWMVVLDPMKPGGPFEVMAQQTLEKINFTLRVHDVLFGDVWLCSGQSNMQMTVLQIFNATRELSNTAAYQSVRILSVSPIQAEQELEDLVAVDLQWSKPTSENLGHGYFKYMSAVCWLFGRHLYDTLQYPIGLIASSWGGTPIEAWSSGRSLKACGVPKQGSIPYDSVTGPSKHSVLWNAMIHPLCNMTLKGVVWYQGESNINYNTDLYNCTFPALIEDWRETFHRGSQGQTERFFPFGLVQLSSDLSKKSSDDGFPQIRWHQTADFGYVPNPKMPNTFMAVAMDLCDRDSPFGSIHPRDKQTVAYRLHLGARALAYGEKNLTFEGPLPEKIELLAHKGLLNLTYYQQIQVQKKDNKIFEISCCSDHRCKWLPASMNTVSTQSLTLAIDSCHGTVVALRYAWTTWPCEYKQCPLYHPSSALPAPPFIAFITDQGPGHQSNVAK
Active calls of the source: *. Some of the compounds tested; count on the stated rates, not on these rows.

Screening COC(=O)c1ccc(/C=N/NC(=O)C(=O)N2CCCCCC2)cc1 returned HTRA1 inhibitor -5, rCAG RNA binder -1, TDP2 absorb -5, LEDGF integ inh -4, PRMT1 FP inh 6, NPR2 activator -1, MBD2 DNA inh 8, TCR CD3 inh -8, mABHD4 FP -3 and SIAE inh -8.
`CCC(c1nnnn1C1CCCC1)N1CCN(C/C=C/c2ccccc2)CC1` (centres undefined) gave rCAG RNA binder -2, TDP2 absorb -3, LEDGF integ inh 4, PRMT1 FP inh -4, NPR2 activator 2, MBD2 DNA inh -1, TCR CD3 inh 4, mABHD4 FP 1 and SIAE inh -6.
CCOC(=O)c1sc(-c2ccc(Br)cc2)cc1N was read as HTRA1 inhibitor -14, rCAG RNA binder 5, TDP2 absorb -5, LEDGF integ inh -2, PRMT1 FP inh -3, NPR2 activator -7, MBD2 DNA inh 7, TCR CD3 inh -5, mABHD4 FP -6 and SIAE inh 0.
`CCN1C(=O)[C@@H]2[C@@H](c3ccc(-c4cc(C(C)=O)cs4)cc3)N3CCC[C@@]3(C(=O)OC)[C@@H]2C1=O` gave HTRA1 inhibitor -6, rCAG RNA binder 7, TDP2 absorb 0, LEDGF integ inh -2, PRMT1 FP inh 1, NPR2 activator 3, MBD2 DNA inh -4, TCR CD3 inh 5, mABHD4 FP -4 and SIAE inh -4.
`CN(C)N1C(N)=C(C#N)C(c2ccsc2)C2=C1CCCC2=O` (centres undefined) gave HTRA1 inhibitor 11, rCAG RNA binder -2, TDP2 absorb -5, LEDGF integ inh -4, PRMT1 FP inh 0, NPR2 activator 4, MBD2 DNA inh -9, TCR CD3 inh 5, mABHD4 FP 10 and SIAE inh -1.
`Cc1cn2c(nc1=O)OC1C(O)C(COC(=O)c3ccccc3)OC12` (centres undefined) gave HTRA1 inhibitor 9, rCAG RNA binder 2, TDP2 absorb 0, LEDGF integ inh 1, PRMT1 FP inh 2, NPR2 activator 1, MBD2 DNA inh -2, TCR CD3 inh -3, mABHD4 FP -2 and SIAE inh 1.
Screening CCOc1ccc(CN2CCNC(=O)C2CC(=O)NCc2ccccn2)cc1 (centres undefined) returned HTRA1 inhibitor -4, rCAG RNA binder -5, TDP2 absorb -4, LEDGF integ inh 0, PRMT1 FP inh 2, NPR2 activator 4, MBD2 DNA inh -4, TCR CD3 inh 4, mABHD4 FP 1 and SIAE inh 18*.
`O=C(NCCC1=CCCCC1)C(=O)NCCc1ccc(Cl)cc1` gave HTRA1 inhibitor 3, rCAG RNA binder 0, TDP2 absorb 4, LEDGF integ inh -4, PRMT1 FP inh 1, NPR2 activator 0, MBD2 DNA inh -1, TCR CD3 inh 2, mABHD4 FP -1 and SIAE inh -6.
O=C(Nc1cc(Cl)ccc1N1CCOCC1)c1cc2ccccc2o1 was read as HTRA1 inhibitor -9, rCAG RNA binder 0, TDP2 absorb -12, LEDGF integ inh -1, PRMT1 FP inh 1, NPR2 activator -9, MBD2 DNA inh -2, TCR CD3 inh 1, mABHD4 FP 5 and SIAE inh -13.
CC1(C(=O)Nc2cccc(Oc3ccccc3)c2)CCN1Cc1cccc2c1OCO2 (centres undefined) was read as rCAG RNA binder 6, TDP2 absorb -6, LEDGF integ inh -5, PRMT1 FP inh 2, NPR2 activator 7, MBD2 DNA inh 3, TCR CD3 inh -8, mABHD4 FP -1 and SIAE inh -1.
For COc1cccc(C(=O)Nc2ccc(NC(=O)C(C)(C)C)cn2)c1 the results were HTRA1 inhibitor -4, rCAG RNA binder -8, TDP2 absorb 3, LEDGF integ inh 1, PRMT1 FP inh 1, NPR2 activator -4, MBD2 DNA inh 5, TCR CD3 inh 0, mABHD4 FP 0 and SIAE inh 0.
`CCOC(=O)[C@]12CCCC3=C1N(CCC3)C(=O)[C@@H](CC(=O)N1CCC(c3ccccc3)CC1)C2` gave rCAG RNA binder 1, TDP2 absorb -6, LEDGF integ inh -2, PRMT1 FP inh 2, NPR2 activator 6, MBD2 DNA inh -1, mABHD4 FP 6 and SIAE inh 0.
For CSCC[C@H](NC(=O)Nc1ccc(C)cc1C)C(=O)O the results were HTRA1 inhibitor -2, rCAG RNA binder 0, TDP2 absorb -5, LEDGF integ inh -2, PRMT1 FP inh -3, NPR2 activator -1, MBD2 DNA inh -3, TCR CD3 inh 8, mABHD4 FP 1 and SIAE inh -1.
CCOC(=O)c1sc(NC(=O)C(C)(C)C)cc1C was read as HTRA1 inhibitor -1, rCAG RNA binder 1, TDP2 absorb -4, LEDGF integ inh 2, PRMT1 FP inh -2, NPR2 activator 1, MBD2 DNA inh 2, TCR CD3 inh -7, mABHD4 FP -5 and SIAE inh 0.
Screening Clc1ccc(-c2cc(-c3nnc4sc(Cc5cccs5)nn34)[nH]n2)cc1 returned rCAG RNA binder 24, TDP2 absorb -3, LEDGF integ inh 4, PRMT1 FP inh 1, NPR2 activator -10, MBD2 DNA inh 2, mABHD4 FP -44 and SIAE inh -14.
Screening CC(C)c1ccc(CN2CCN(S(=O)(=O)c3ccc(Cl)s3)CC2)cc1 returned HTRA1 inhibitor -14, rCAG RNA binder 3, TDP2 absorb 5, LEDGF integ inh -1, PRMT1 FP inh -1, NPR2 activator -1, MBD2 DNA inh 1, TCR CD3 inh 9, mABHD4 FP -5 and SIAE inh 0.
For CCOc1ccc(S(=O)(=O)N2CCCCC2)c(C)c1C the results were HTRA1 inhibitor -6, rCAG RNA binder -8, TDP2 absorb 5, LEDGF integ inh -2, PRMT1 FP inh 1, NPR2 activator -1, MBD2 DNA inh 7, TCR CD3 inh 0, mABHD4 FP 4 and SIAE inh -8.
Cn1c(=O)n(CCc2ccccc2)c2ccccc21 was read as HTRA1 inhibitor -2, rCAG RNA binder 1, TDP2 absorb -18, LEDGF integ inh -1, PRMT1 FP inh -2, NPR2 activator 1, MBD2 DNA inh 5, TCR CD3 inh 8, mABHD4 FP -8 and SIAE inh 3.
For Cc1noc(C)c1C(=O)N1CCC1(C)C(=O)NS(=O)(=O)c1ccc(Cl)cc1 (centres undefined) the results were rCAG RNA binder 1, TDP2 absorb 3, LEDGF integ inh 3, PRMT1 FP inh 4, NPR2 activator 7, MBD2 DNA inh 2, TCR CD3 inh -2, mABHD4 FP 4 and SIAE inh 6.
Screening COc1ccccc1C(=O)Nc1c2c(nn1-c1cccc(C)c1C)CS(=O)(=O)C2 returned HTRA1 inhibitor -5, rCAG RNA binder 0, TDP2 absorb -3, LEDGF integ inh 2, PRMT1 FP inh -1, NPR2 activator -8, MBD2 DNA inh -4, TCR CD3 inh 8, mABHD4 FP 3 and SIAE inh 1.
Screening COc1ccc(CC(=O)NNC(=O)c2cc(Cl)ccc2OC)cc1 returned HTRA1 inhibitor 1, rCAG RNA binder 0, TDP2 absorb 13, LEDGF integ inh 2, PRMT1 FP inh -1, NPR2 activator -2, MBD2 DNA inh -1, TCR CD3 inh 8, mABHD4 FP 1 and SIAE inh 12.
`Cc1cc(Br)cn2c(CC(C)(C)C)c(-c3cccc(Cl)c3)nc12` gave rCAG RNA binder 4, TDP2 absorb 4, LEDGF integ inh 2, PRMT1 FP inh 4, NPR2 activator -8, MBD2 DNA inh 1, TCR CD3 inh 1, mABHD4 FP -5 and SIAE inh -5.
For CCCCNc1ccc2c(c1)OC[C@@H](C)NS2(=O)=O the results were rCAG RNA binder 2, TDP2 absorb 1, LEDGF integ inh -3, PRMT1 FP inh -2, NPR2 activator 1, MBD2 DNA inh 3, TCR CD3 inh 2, mABHD4 FP 3 and SIAE inh 2.
Cc1ccc(N(C)S(=O)(=O)c2c[nH]c3ccc([N+](=O)[O-])cc23)cc1 was read as HTRA1 inhibitor -37, rCAG RNA binder 17, TDP2 absorb -5, LEDGF integ inh -5, PRMT1 FP inh 6, NPR2 activator -1, MBD2 DNA inh -6, TCR CD3 inh -5, mABHD4 FP -24 and SIAE inh -13.
C(=C\c1ccco1)/c1nc2ccccc2[nH]1 was read as HTRA1 inhibitor 10, rCAG RNA binder 13, TDP2 absorb 5, LEDGF integ inh 5, PRMT1 FP inh 9, NPR2 activator -5, MBD2 DNA inh -6, TCR CD3 inh -3, mABHD4 FP 7 and SIAE inh 10.
For CCOCCn1c(COc2ccccc2)nc2ccccc21 the results were HTRA1 inhibitor -2, rCAG RNA binder 1, TDP2 absorb -19, LEDGF integ inh 1, PRMT1 FP inh 0, NPR2 activator -11, MBD2 DNA inh -6, TCR CD3 inh -8, mABHD4 FP -12 and SIAE inh -8.
`CCCn1c(=O)c(C(=O)N/N=C/c2ccc(F)cc2)c(O)c2ccccc21` gave HTRA1 inhibitor -1, rCAG RNA binder -2, TDP2 absorb -10, LEDGF integ inh 7, PRMT1 FP inh -2, NPR2 activator -3, MBD2 DNA inh 0, TCR CD3 inh 7, mABHD4 FP -3 and SIAE inh 0.
Screening CCCC(C(=O)NC1CCCC1)N(Cc1cccs1)C(=O)c1snc(C(N)=O)c1N (centres undefined) returned HTRA1 inhibitor -8, rCAG RNA binder 0, TDP2 absorb -10, LEDGF integ inh 1, PRMT1 FP inh 0, NPR2 activator -18, MBD2 DNA inh -2, TCR CD3 inh 2, mABHD4 FP -2 and SIAE inh -2.
Screening O=C(/C=C/c1ccccc1Cl)Nc1ccc2c(c1)C(=O)NC2=O returned HTRA1 inhibitor -31, rCAG RNA binder 11, TDP2 absorb -5, LEDGF integ inh -5, PRMT1 FP inh 8, NPR2 activator -10, MBD2 DNA inh 4, TCR CD3 inh 4, mABHD4 FP -39 and SIAE inh -73.
Screening Cc1cccc(CN2CCC(Oc3ccc(C(=O)N4CCCC4)cc3)CC2)n1 returned HTRA1 inhibitor -3, rCAG RNA binder -7, TDP2 absorb 6, LEDGF integ inh 2, PRMT1 FP inh -3, NPR2 activator 2, MBD2 DNA inh -2, TCR CD3 inh -3, mABHD4 FP 5 and SIAE inh -1.
Screening Cc1cccc(Nc2ccccc2C(=O)O)c1C returned HTRA1 inhibitor 1, rCAG RNA binder 4, TDP2 absorb -1, LEDGF integ inh 2, PRMT1 FP inh 5, NPR2 activator 9, MBD2 DNA inh -3, TCR CD3 inh -7, mABHD4 FP -4 and SIAE inh 0.
For CCOc1ccccc1C(=O)Nc1cccc(-c2ccc(N3CCOCC3)nn2)c1 the results were HTRA1 inhibitor -30, rCAG RNA binder 1, TDP2 absorb -9, LEDGF integ inh 8, PRMT1 FP inh -6, NPR2 activator 4, MBD2 DNA inh 1, TCR CD3 inh -1, mABHD4 FP -22 and SIAE inh -23.
Cc1n[nH]c(=O)c2c(NC(=O)COC(=O)Cc3c(F)cccc3Cl)oc(C)c12 was read as HTRA1 inhibitor 6, rCAG RNA binder 2, TDP2 absorb 11, LEDGF integ inh -1, PRMT1 FP inh 2, NPR2 activator 4, MBD2 DNA inh 2, TCR CD3 inh -4, mABHD4 FP 2 and SIAE inh -1.

Bioassay records deposited in PubChem by several laboratories.
